AmpC inh det = blocks E. coli AmpC beta-lactamase in presence of detergent; P00811; Potency, µM (top dose mostly 28.7 µM), for the others: top-dose activity change, negative = inhibition; 71,000 compounds, 0.09% hits; purified AmpC, nitrocefin hydrolysis with detergent; active = well fitted curve in the direction sought with a large enough effect
Target sequence (P00811 whole entry, looked up): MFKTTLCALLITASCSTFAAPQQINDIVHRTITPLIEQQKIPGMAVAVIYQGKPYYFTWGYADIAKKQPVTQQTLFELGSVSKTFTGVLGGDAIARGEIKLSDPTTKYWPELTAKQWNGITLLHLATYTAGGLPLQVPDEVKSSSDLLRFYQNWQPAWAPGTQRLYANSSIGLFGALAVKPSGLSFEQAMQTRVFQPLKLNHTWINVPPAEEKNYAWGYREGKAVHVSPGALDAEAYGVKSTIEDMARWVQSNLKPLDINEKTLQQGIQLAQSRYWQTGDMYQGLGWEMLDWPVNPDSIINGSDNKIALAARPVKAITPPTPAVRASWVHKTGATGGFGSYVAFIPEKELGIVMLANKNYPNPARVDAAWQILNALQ
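E. coli AmpC (5.3 nM) in 20 mM phosphate pH 7.0 with 0.01% Triton X-100, preincubated 15 min RT with compound; nitrocefin (2 uL of 800 uM stock) hydrolysis followed by 480 nm absorbance every 20 s over 4 min.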
Numbers without * were called inactive; & = joins results of further samples; [ ] = dose if it differs, or a comment. % is set by controls: 0 for no effect and ±100 for the full control effect; potency is the fitted concentration of half-maximal effect. Not all compounds are listed, so the mix of outcomes need not match the whole.

SMILES | AmpC inh det
CCc1ccc(-n2c(O)cnc2Nc2nc(C)cc(C)n2)cc1 | 10%
CCOC(=O)N1CCN(C(=O)Cc2ccsc2)CC1 | -2%
COc1cc(NC(=O)c2ccccc2)c(OC)cc1NC(=O)CN1CCOCC1 | -5%
COCCCn1c(SCC(=O)N2CC(=O)Nc3ccccc32)nnc1-c1ccoc1C | -6%
O=C(COc1ccc(S(=O)(=O)N2CCCC2)cc1Cl)NC1CC1 | 15%
Cc1cc(=O)n2nc(N3CCC(C(=O)NC4CCCc5ccccc54)CC3)sc2n1 (configuration not stated) | 15%
CCC(C)NC(=O)C1CC(c2ccc(OC)cc2)=NO1 (configuration not stated) | -3%
CCOc1ccc(C(C)C)cc1S(=O)(=O)n1nc(C)cc1C | -4%
CCc1cc(=O)oc2cc(C)cc(OCc3nn[nH]n3)c12 | -5%
Cc1cc(=O)n2nc(N3CCCC(C(=O)NCCCN4CCc5ccccc5C4)C3)sc2n1 (configuration not stated) | -3%
CN1C(=O)C[C@H](c2ccccc2)C1=O | -1%[12.8 µM]
COC(=O)c1cc(OC)c(OC)cc1NC(=O)CSc1nnnn1Cc1ccccc1 | -7%
COc1ccccc1NC(=O)N1c2ccc(F)cc2CCC1C (configuration not stated) | -2%
CCCCOC(=O)c1ccc(NC(=O)c2ccoc2C)cc1 | 2%
O=C(Nc1ccc(Oc2ncccn2)cc1)c1ccco1 | -2%
O=C1C(Cl)=C(N2CCCCC2)C(=O)N1c1ccccc1Cl | -1%
Cc1ccc2cc(CN(C)C(=O)C3CCCO3)c(=O)[nH]c2c1 (configuration not stated) | -4%
O=C(Nc1ccc2nc(-c3ccccc3)oc2c1)c1ccco1 | -8%
CCc1ccc2[nH]c(=O)c(CN(CCCN3CCOCC3)C(=O)Nc3cccc(Cl)c3)cc2c1 | 9%
O=C(c1ccc(CNS(=O)(=O)c2ccccc2)cc1)N1CCN(c2ccccn2)CC1 | -2%
Cc1ccc(S(=O)(=O)N2CCN(C3CCN(Cc4ccccc4)CC3)CC2)cc1 | -3%
Cc1ccc(Cl)cc1N1CCN(C(=O)c2ccc(NS(=O)(=O)c3c(C)noc3C)cc2)CC1 | 0%
Cc1scc(C(=O)Nn2cnnc2)c1-c1ccccc1 | 1%
COc1cc(C2C(C(=O)c3ccc(C)o3)=C(O)C(=O)N2c2cc(C)on2)cc(Br)c1O (configuration not stated) | -1%
O=C(CCn1c(=O)[nH]c2ccsc2c1=O)N1CCN(Cc2ccc3c(c2)OCO3)CC1 | 8%
Cc1ccc(C(=O)C(C)OC(=O)C2=COCCO2)cc1C (configuration not stated) | 1%
O=C(CCCSc1nc2ccccc2s1)NCc1ccco1 | -4%
O=C(Nc1ccc2[nH]c3c(c2c1)CCCC3)c1ccco1 | -5%
Cn1cc(C(=O)c2ccccc2)c2ccccc21 | 10%
COc1ccc(C(C(=O)NC(C)(C)C)N(Cc2ccco2)C(=O)CCC(=O)Nc2cc(C)on2)cc1 (configuration not stated) | 11%
Cc1sc2ncnc(SCC(=O)N3CCCC3)c2c1C | 2%
Cn1nc(C(=O)NC2CCCCC2)c2ccccc2c1=O | -2%
CCOc1ccc(N2C(=O)CC(/C=C3/N(C)c4ccccc4C3(C)C)C2=O)cc1 (configuration not stated) | 1%
CCOc1ccccc1-n1c(SCC(=O)N(CC)CC)nnc1-c1ccccn1 | 8%
Cc1ccc(Oc2ccc(NC(=O)c3ccco3)cc2)cc1 | 4%
Cc1ccc(SCc2cc(=O)[nH]c(N3CCN(Cc4ccccc4)CC3)n2)cc1 | -3%
CCc1ccc(C2CC(c3ccccc3Cl)Nc3nc(N)nn32)cc1 (configuration not stated) | 10%
CCOC(=O)C(C)n1cnc2c(nnn2Cc2ccc(C)cc2)c1=O (configuration not stated) | 11%
Cc1ccc(-c2nnc(-c3ccc4ccccc4c3)o2)cc1 | -3%[5.75 µM]
Cc1nn(C)c(C)c1S(=O)(=O)NC1CCCC1 | 10%
O=C(O)c1ccc(NS(=O)(=O)c2cc(Cl)ccc2Cl)cc1 | 16%
CCCn1nnc(NC(=O)C(C)Oc2ccc(Cl)cc2Cl)n1 (configuration not stated) | -2%
Cc1sc2ncn(CC(=O)OCC(=O)NC(C)(C)C)c(=O)c2c1C | 13%
COCCOC(=O)C1=C(N)OC(C)=C(C(=O)OC)C12C(=O)Nc1ccccc12 (configuration not stated) | 20%
Cc1ccc(-c2nc(NCCN3CCOCC3)c3ccccc3n2)cc1 | -1%
CCOC(=O)N1CCN(C(=O)CSc2nc3c([nH]c4ccccc43)c(=O)n2C)CC1 | 12%
Cc1nn(C(=O)N2CCCCC2)c(C)c1CN1C(=O)c2ccccc2C1=O | 11%
CCOC(=O)N1CCN(C(=O)CCSc2ccccc2)CC1 | 5%
CC(=O)CC(=O)Nc1ccccc1 | 12%
O=C(Cn1nc(-c2ccc(Cl)cc2)ccc1=O)N1CCN(c2ccccc2)CC1 | 1%
CSc1ccc(C2NC(=O)c3c(sc4c3CCN(C)C4)N2)cc1 (configuration not stated) | 6%
Cc1cc(=O)[nH]c(SCCOc2ccc3c(c2)CCC3)n1 | -2%
Cc1[nH]c2ccccc2c1C(c1ccccn1)N1CCC(C(N)=O)CC1 (configuration not stated) | 8%
CCCCOc1nc2ccccc2nc1C(C#N)S(=O)(=O)c1ccccc1 (configuration not stated) | 9%
Cc1ccc2occ(C(c3nnnn3Cc3ccccc3)N3CCOCC3)c(=O)c2c1 (configuration not stated) | 0%
N#Cc1c2c(c(NCc3ccco3)n3c1nc1ccccc13)CCC2 | 9%
O=C(O)c1cccc(Cn2cc(Cl)cn2)c1 | -1%
Cc1cc2nc(C(F)(F)F)[nH]c(=O)n2n1 | -4%
Cc1ccc(C(=O)COC(=O)CCc2nc3ccccc3[nH]c2=O)cc1C | -3%
COc1ccc(-c2nnc(SCC(=O)c3cccs3)o2)c(OC)c1 | -5%

Four entries from above, sorted by number of heavy atoms, rising:
SMILES | AmpC inh det
CC(=O)CC(=O)Nc1ccccc1 | 12%
O=C(O)c1cccc(Cn2cc(Cl)cn2)c1 | -1%
O=C(Cn1nc(-c2ccc(Cl)cc2)ccc1=O)N1CCN(c2ccccc2)CC1 | 1%
Cc1ccc2occ(C(c3nnnn3Cc3ccccc3)N3CCOCC3)c(=O)c2c1 (configuration not stated) | 0%

Retrieved by structure from above:
SMILES | AmpC inh det
CC(=O)CC(=O)Nc1ccccc1 | 12%
Cc1[nH]c2ccccc2c1C(c1ccccn1)N1CCC(C(N)=O)CC1 (configuration not stated) | 8%
O=C(Cn1nc(-c2ccc(Cl)cc2)ccc1=O)N1CCN(c2ccccc2)CC1 | 1%
Cc1cc(=O)[nH]c(SCCOc2ccc3c(c2)CCC3)n1 | -2%
N#Cc1c2c(c(NCc3ccco3)n3c1nc1ccccc13)CCC2 | 9%
Cc1cc2nc(C(F)(F)F)[nH]c(=O)n2n1 | -4%

Additional compounds follow:
SMILES | AmpC inh det
COC(=O)c1oc2ccc(Cl)cc2c1NC(C)=O | -1%
CCOc1ccccc1NC(=O)Cn1nnc(C(=O)Nc2ccccc2Cl)c1N | -1%
COc1ccc(-c2nc(C#N)c(NC(C)C)o2)cc1 | -4%
CCCCCCn1c(SCC(=O)Nc2cc(C)on2)nc2ccccc2c1=O | -4%
O=C(c1nc(-c2ccccc2)n(-c2ccccc2)n1)N1CCN(S(=O)(=O)c2ccccc2)CC1 | -2%
COc1ccccc1OCCNC(=O)c1cccs1 | -1%
CCOC(=O)N1CCN(S(=O)(=O)c2ccc(C(=O)Nc3nc4c(s3)CC(C)CC4)cc2)CC1 (configuration not stated) | -5%
O=C(Nc1cnc2ccccc2c1)c1ccncc1 | 20%
O=C(c1ccco1)N1CCN(C(=O)C2CCN(S(=O)(=O)c3cccc4nsnc34)CC2)CC1 | 2%
COc1ccc(CCNC(=O)CSc2nnc(-c3ccccc3)o2)cc1OC | -3%
CC1CCN(c2ccc(NC(=O)c3cccnc3)cc2)CC1 | -3%
CC1CCN(C(c2cc3cc4c(cc3[nH]c2=O)OCO4)c2nnnn2CC2CCCO2)CC1 (configuration not stated) | 5%
CN1CCN(c2ncnc3ccc(-c4ccc5c(c4)OCO5)cc23)CC1 | 7%
c1cncc(-c2cc(-c3cc(-c4cccnc4)n[nH]3)[nH]n2)c1 | -2%[5.75 µM]
CCOc1ccc(NC(=O)CSc2nc3ccccc3c(=O)n2CCNC(C)=O)cc1 | -4%
COc1ccc(-c2nn(CC(=O)N(C)C)c(=O)c3ccccc23)cc1 | 0%
O=C(Nc1ccccc1C(=O)N1CCOCC1)C1CCCO1 (configuration not stated) | -4%
CCOC(=O)c1ccc(OCc2nc(-c3cccs3)no2)cc1 | -1%
Cn1c(=O)[nH]c(=O)c2c1nc(N1CCCCC1)n2CCOc1ccccc1 | -2%
CCCc1cc(C(=O)N2CCN(S(=O)(=O)c3ccc(OC)c(OC)c3)CC2)cs1 | -5%
CCOC(=O)c1cc(-c2ccc(/C=N\n3cnnc3)o2)ccc1Cl | -4%
CC(C)NC(=O)Cn1c(SCC(=O)N2CCc3ccccc3C2)nc2ccccc21 | 1%
COc1ccc(-c2nc(-c3cccs3)c(-c3cccs3)[nH]2)cc1O | 1%
O=C(O)c1cccc(CN2C(=O)SC(Nc3ccccc3)C2=O)c1 (configuration not stated) | -2%

The list goes on, overlapping the part above by 2 compounds.
SMILES | AmpC inh det
COc1ccc(-c2nc(-c3cccs3)c(-c3cccs3)[nH]2)cc1O | 1%
O=C(O)c1cccc(CN2C(=O)SC(Nc3ccccc3)C2=O)c1 (configuration not stated) | -2%
Cc1cc(NCc2ccc3c(c2)OCO3)n2nc(C)nc2n1 | 1%
C#CCn1cc[n+](CC(=O)N(C)C)c1 | -5%
CCOc1ccc(C(=O)N2CCCCCC2)cc1 | -5%
c1c2c(cc3sc(N4CCOCC4)nc13)OCO2 | -6%
CCCOc1ccc(C(=O)Nn2c(C)nc3ccccc3c2=O)cc1 | 8%
COc1ccc2[nH]c(C)c(CCN3C(=O)OC(C)(C)C3(C)O)c2c1 (configuration not stated) | 14%
COc1ccc(N2C(=O)C3CCCN3C2c2cccc(Br)c2)cc1 (configuration not stated) | 1%
Cc1cc(C)n(C(=O)c2cc3ccccc3c(=O)o2)n1 | -4%
COC(=O)c1cccc(-n2nnnc2SCC(=O)Nc2nc3c(s2)CCCC3)c1 | 2%
CC(NC(=O)Nc1ccccc1)C(c1cccs1)N1CCN(C)CC1 (configuration not stated) | 15%
Cn1c(NCc2ccco2)nc2ccccc21 | -7%
CC(C)C(c1nnnn1C1CCCC1)N1CCCc2ccccc21 (configuration not stated) | 1%
COc1ccc(Nc2ncc3c(n2)CC(c2ccc(OC)cc2)CC3=O)cc1 (configuration not stated) | -3%
CC(C)(C)c1cc(Br)ccc1OCC(=O)Nc1ncn[nH]1 | 4%
N[C@H](CP(=O)(O)O)C(=O)O | -1%&-4%
CCOC(=O)N1CCN(c2c(Nc3ccc4c(c3)OCCO4)c(=O)c2=O)CC1 | 13%
CCC1Oc2ccc(C)cc2N(CC(=O)N(Cc2ccc3c(c2)OCO3)CC2CCCO2)C1=O (configuration not stated) | -1%
O=C(c1ccc(CS(=O)(=O)c2ccc(Br)cc2)o1)N1CCN(c2ncccn2)CC1 | 5%
Cc1ccc(N=Cc2ccc[nH]2)c(O)c1 | 5%
COc1ccc(-c2noc(CN3CCC(Cc4ccccc4)CC3)n2)cc1 | -2%
COc1ccc(N2CCCn3c2nc2c3c(=O)n(Cc3ccccc3F)c(=O)n2C)cc1 | -2%
COc1ccc(C)cc1S(=O)(=O)Nc1ccc(F)cc1 | -2%
COc1cccc(C(c2sc3ncnn3c2O)N2CCN(C(=O)c3ccco3)CC2)c1 (configuration not stated) | 8%
CC(C)C(c1nnnn1C1CCCCC1)N1CCc2ccccc2C1 (configuration not stated) | -2%
COc1cc2nc(NCCN3CCOCC3)n3nc(-c4ccccc4)nc3c2cc1OC | -8%
CCOC(=O)c1nnn(-c2nonc2N)c1COc1cc(C)c(Cl)c(C)c1 | -1%
O=C(Oc1ccccc1)N1CCC[C@@]2(CCN(c3ncccn3)C2)C1 | -2%
O=C(NCC1CCCO1)c1cc2c(s1)CS(=O)(=O)C2 (configuration not stated) | 1%
CSc1nc(SC)c2c3c(oc2n1)COC(C)(C)C3 | -3%
CC1CCCCC1NC(=O)c1cncc(Br)c1 (configuration not stated) | -2%
CC(N=Cc1c(O)[nH]c(=O)[nH]c1=O)c1ccccc1 (configuration not stated) | 0%
CCc1ccccc1NC(=O)CSc1nc2n[nH]c(C)c2c(=N)n1-c1ccc(OC)cc1 | 7%
Cn1c(Cn2nnc3ccccc32)nnc1SCC(=O)N1c2ccccc2Sc2ccccc21 | -8%
Cc1cnc(NC(=O)COc2ccccc2Cl)s1 | -4%
c1ccc(Cn2c(SCc3nc4ccccc4s3)nnc2-c2ccco2)cc1 | 11%
O=C(O)C1CC=CCC1C(=O)Nc1ccc(F)c(F)c1 (configuration not stated) | -1%

In a second layout: results already given
compound,AmpC inh det
CCc1ccccc1NC(=O)CSc1nc2n[nH]c(C)c2c(=N)n1-c1ccc(OC)cc1,7%
O=C(O)C1CC=CCC1C(=O)Nc1ccc(F)c(F)c1 (configuration not stated),-1%

Remaining list, next part.
SMILES | AmpC inh det
N#CC1=C(N)Oc2c(c(=O)oc3ccccc23)C1c1ccc(OC(=O)N2CCOCC2)cc1 (configuration not stated) | -12%
Cc1ccc(-n2c(C)cc3c2CCCC3=O)cc1 | -4%
CC(C)Cc1nnc(NC(=O)CCC(=O)N2CCOCC2)s1 | -2%
Cc1cc(C(F)(F)F)nc(SCc2ccc(C(=O)O)o2)n1 | -1%
CCSc1nnc([C@H](C)NC(=O)OC(C)(C)C)o1 | -5%
CC(C)Cn1c(CNC(=O)c2ccccc2)nc2ccccc21 | -5%
O=C(c1ccc2snnc2c1)N1CCCC1 | -2%
Cc1oc(-c2ccc(Cl)cc2)nc1CN1CCC(C(=O)NCCCN2CCOCC2)CC1 | 0%
